# Growth percent in the NCI-60 one-dose screen (48 h, 10 µM unless noted): 100 = growth as untreated, 0 = no growth, -100 = all killed.
# M14: M14 melanoma. actives 6.2% (n = 80,000)
# SK-MEL-5: SK-MEL-5 melanoma; AID 1794755; actives 6.4% (n = 80,000)
# UACC-62: UACC-62 melanoma; actives 5.4% (n = 81,000); AID 1794756
# SK-MEL-28: SK-MEL-28 melanoma; actives 4.1% (n = 81,000); AID 1794761
# A549/ATCC: A549/ATCC NSCLC; AID 1794740; actives 3.7% (n = 81,000)
# HOP-92: HOP-92 NSCLC cells | actives 6.3% (n = 71,000)
# UACC-257: UACC-257 melanoma; actives 4.4% (n = 78,000)
# EKVX: EKVX NSCLC; actives 3% (n = 71,000); AID 1794765
# Active calls of the source: *; / = not tested or not shown; & = joins results of further samples; ! = not confirmed by another sample; [ ] = remark or other dose. Rule for the calls: active = growth percent below 10; inactive = the rest. The order is random. About 9.8% of those tested had a hit in this group.
SMILES,M14,SK-MEL-5,UACC-62,SK-MEL-28,A549/ATCC,HOP-92,UACC-257,EKVX
CCOC(=O)c1c(-c2ccc(OC)cc2)c(C#N)c(=O)n(-c2cccc(C(F)(F)F)c2)c1N,97,101,92,109,101,69,99,101
O=C1Nc2ccc(Br)cc2/C1=N/N=C/c1cccc(F)c1,/,101,84,108,99,119,96,77
N#Cc1cnn(C(C2=C(O)c3ccccc3CC2)c2ccc(Cl)cc2)c1N (stereo not drawn),103,82,75,103,83,60,95,62
N#CCCCCN1CCCCC1,107,100,109,111,102,125,103,/
COC(=O)C12C3C(=O)N(c4ccc(Cl)cc4)C(=O)C3C(c3cn(-c4ccccc4)nc3-c3ccccc3)N1[C@H](c1cn(-c3ccccc3)nc1-c1ccccc1)[C@@H]1C(=O)N(c3ccc(Cl)cc3)C(=O)[C@@H]12 (stereo partly drawn),102,100,97,112,111,62,121,/
Cn1c(SCC(=O)N/N=C/c2ccc(F)cc2)nc2ccccc2c1=O,108,93,71,100,99,82,96,85
O=C(O)/C=C/C(=O)Nc1ccc(-n2nnc3cc(Cl)c(Cl)cc32)cc1,99,101,85,101,94,98,96,81
Cc1ccc(-c2nn(-c3ccccc3)cc2/C=C/C(=O)c2ccc(NC(=O)CCCCCCC(=O)NNc3ccccc3)cc2)cc1,/,100,92,108,100,94,98,92
CC1CCC(=N\O)/C(=N/O)C1 (stereo not drawn),105&103,114&113,108&98,107&106,100&94,108&96,96&104,94&103
O=c1c2ccccc2nc(SCc2n[nH]c(=S)n2-c2ccc(F)cc2)n1CCc1ccccc1,110,88,80,111,95,74,118,82
CC(C)N(c1cc(=O)nc2ccccn12)C(C)C,99,100,108,100,100,101,/,/
O=C(NCCCCC(NC(=O)OCc1ccccc1)C(=O)O)OCc1ccccc1 (stereo not drawn),99,107,105,112,109,121,111,110
CC1(C)CC[C@]2(CO)CC[C@]3(C)C(=CC[C@@H]4[C@@]5(C)CC[C@H](NCO)C(C)(C)[C@@H]5CC[C@]43C)[C@@H]2C1,-53*,-2.6*,-73*,61,-50*,22,10,41
CC(=O)Nc1ccc(Oc2ncnc3sc(C)c(C)c23)cc1,102,97,88,102,97,91,104,86
CCCCCc1ccc(S(=O)(=O)Nc2cccc(-c3csc(NC(=O)CCCCCN4CCN(CCO)CC4)n3)c2)cc1,/,66,88,71,75,63,87,81
Brc1cc2c(cc1Br)OCO2,108,99,94,107,97,95,98,106
O=S(=O)(NC1CC2CCC1C2)c1ccc2c(c1)C(=NO)c1cc(S(=O)(=O)NC3CC4CCC3C4)ccc1-2 (stereo not drawn),25,93,71,92,75,-4.1*,105,/
CCCNc1nc2ccccc2c2c1S(=O)(=O)c1ccc(Cl)cc1C2=O,5.7*,2.8*,11,33,20,-27*,18,26
Cc1ccc(S(=O)(=O)/C(=C\c2ccc(Cl)cc2)C(=O)c2ccc(Cl)cc2)cc1,107,103,102,100,96,99,97,/
CC1(C(=O)O)CCCN1 (stereo not drawn),109,101,101,106,106,120,104,107
Cc1cccc(NC(=O)c2sc3nc4c(cc3c2N)CCCC4)c1C,5.0*,/,39,68,26,50,66,45
Cc1cccc(/C=C/c2nn3c(-c4cccnc4)nnc3s2)c1,99,100,91,97,99,116,114,105
NS(=O)(=O)Oc1ccc(-c2ccc3sccc3c2)cc1,100,96,62,98,98,104,104,13
COc1ccc(NC(=O)c2cccc(-c3cc(=O)c4c(OC)c(OC)c(OC)cc4o3)c2)cc1,/,41,65,71,78,47,103,/
CN(C(=O)Nc1ccccc1)c1ccc(O)cc1,99,106,98,115,98,106,87,/
O=C1OC(=O)c2c(I)cccc21,103,99,109,102,98,/,110,/
CC1=CC(=O)C(/C(C)=N/NC(=O)c2ccccc2NC(=O)c2ccc(C)cc2)C(=O)O1 (stereo not drawn),77,98,95,103,90,/,90,84
CCOC(=O)c1c(C=O)nc2ccccc2c1/C=C/c1ccc(OC)cc1,/,97,93,103,98,78,93,78
CC(=O)c1cc2c(cc1C)C(C)CCC2(C)C (stereo not drawn),107,106,103,108,99,104,102,104
Nc1ccc(O)c(S(=O)(=O)O)c1,99,104,105,111,100,/,109,97
CCC(=O)N1CCCC1=O,100,102,97,104,99,101,102,101
Cc1cc(CC(O)(C(F)(F)F)C(F)(F)F)cc(CC(O)(C(F)(F)F)C(F)(F)F)n1,108,93,93,116,97,80,96,95
CCCCCCCCCCN=C(N)N=C(N)N,48,4.6*,37,63,70,21,48,39
N=C(N)SCC1CCCCC1,98,98,98,114,89,95,98,107
NC(N)=NC(N)=Nc1ccc2ccccc2c1,85,96,95,94,89,78,89,70
CN(C)CCCNC(=O)OCc1ccc2c(Cl)cc(Cl)c(O)c2n1,98,94,96,103,100,77,104,91

# Another view of part of the listing above:
SMILES | M14 | SK-MEL-5 | UACC-62 | SK-MEL-28 | A549/ATCC | HOP-92 | UACC-257 | EKVX
Nc1ccc(O)c(S(=O)(=O)O)c1 | 99 | 104 | 105 | 111 | 100 | / | 109 | 97
CCC(=O)N1CCCC1=O | 100 | 102 | 97 | 104 | 99 | 101 | 102 | 101

# A draw from above in order of number of heavy atoms, lowest first:
SMILES,M14,SK-MEL-5,UACC-62,SK-MEL-28,A549/ATCC,HOP-92,UACC-257,EKVX
CC1(C(=O)O)CCCN1 (stereo not drawn),109,101,101,106,106,120,104,107
CC(C)N(c1cc(=O)nc2ccccn12)C(C)C,99,100,108,100,100,101,/,/
O=C(O)/C=C/C(=O)Nc1ccc(-n2nnc3cc(Cl)c(Cl)cc32)cc1,99,101,85,101,94,98,96,81

# Continuation:
SMILES,M14,SK-MEL-5,UACC-62,SK-MEL-28,A549/ATCC,HOP-92,UACC-257,EKVX
COc1cc(C2CC(C3C(=O)N(C)C(=O)N(C)C3=O)=NN2C=O)cc(OC)c1OC (stereo not drawn),84,113,94,108,75,105,78,100
O=S(=O)(NCCNc1nccc(-c2c(-c3cccc(F)c3)nc3occn23)n1)c1cccc2ccccc12,55,30,45,73,44,47,77,48
Cc1ccc(-c2cnc3sc4ccc(Cl)cc4n23)cc1,100,96,88,109,112,86,112,67
O=C(Oc1cccc2cccnc12)c1ccc(Cl)cc1,99,102,95,107,98,94,98,94
Nc1nc2c(c3ncccc13)C(c1ccccc1)Cc1ncccc1-2 (stereo not drawn),45,53,59,84,72,96,93,79
CCOC(=O)c1c(N2CCOCC2)[nH]c(=O)c(C=Nc2c(Cl)cccc2Cl)c1O,96,101,97,124,88,95,88,97
O=C(Cc1ccccc1)Nc1ccccc1-c1nc2ccccc2c(=O)[nH]1,78,97,76,91,102,69,95,89
Cn1cc(-c2nn3c(=O)cc(-c4ccccc4)nc3s2)c2ccccc21,104,98,90,86,98,74,/,92
COC(=O)c1c2c(c3ccc4c5ccccc5ccc4n13)C(=O)c1ccccc1C2=O,94,101,92,104,106,106,99,97
Nc1nc(N)c2nc(CNc3ccc(C(=O)NC(CCC(=O)O)C(=O)O)cc3)cnc2n1 (stereo not drawn),9.2*!,24&25,24&25,97&67,37&29,44&70,52&58,44&73
C=CCSC(CC)(CC)C(=O)NC,103,103,103,110,95,106,92,104
COc1cc(/C=C/C(=O)CC(=O)/C=C/c2cc(I)c(O)c(OC)c2)cc(I)c1O,96,96,84,105,89,92,91,99
O=C1/C=C/[C@@H](O)[C@@H]2C[C@@H](O)C[C@H]2/C=C/CCC[C@H](CCc2ccc(C(F)(F)F)cc2)O1,7.6*,-87*,6.9*,2.1*,8.4*,/,11,3.3*
CCOC(=O)NC(=S)C1=C(N2CCOCC2)CCC1,93&97,101&100,94&106,104&103,97&103,96&91,95&100,92
O=C(O)CNC(=O)c1nc(-c2ccccc2)n(-c2ccc(F)cc2)n1,108,104,110,108,103,96,104,102
CC[N+](CC)(CC)CCN1C(=O)CCC2(C)C1=CCC1C2CCC2(C)C1CCC2(C)O (stereo not drawn),109,98,98,110,94,96,95,106
COC(=O)[C@@H](Cc1c[nH]c2ccccc12)NC(=O)[C@H](C)NCc1ccc2[nH]ccc2c1,101,100,96,114,84,93,84,105
CCCCCCOC(=O)c1nn(C(C)=O)c2ccccc12,110,107,94,109,96,105,108,94
COc1ccc(C2=NN3C(C2)c2ccccc2OC32C(=O)Nc3ccccc32)cc1 (stereo not drawn),114,98,102,112,104,107,114,90
CN(Cc1ccccc1)c1nc(Cl)c(C2CC(c3ccc(F)cc3)=NN2c2cc(Cl)cc(Cl)c2)s1 (stereo not drawn),90,102,98,104,90,98,96,97
NS(=O)(=O)c1ccc(C(=O)N2N=C(c3ccccc3)CC2c2ccc3c(c2)OCO3)cc1 (stereo not drawn),104,99,93,106,105,95,105,96
O=S(=O)(O)c1ccc(F)cc1,98,105,107,111,101,116,111,101
CC(C)[C@@H](C)/C=C/[C@@H](C)[C@H]1CCC2=C3CCC4=CC(=O)C=C[C@]4(C)[C@H]3CC[C@@]21C,97,98,102,105,91,95,/,98
O=C(Nc1ccc(OCc2nnc(-c3ccccc3)o2)c(F)c1)Nc1ccc(Cl)c(Cl)c1,70,66,58,73,56,56,60,/
C[N+](C)(C)C[C@H](O)CC(=O)[O-],101,100,95,92,103,84,102,100
COc1cc2c(c(OC)c1OC)-c1c(cc3c(c1OC)OCO3)C1OC2C(C)C1C (stereo not drawn) (tested in a mixture with another compound),104,109,114,/,110,/,114,142
Cc1ccc2c(c1)-c1nc3nnnn3nc1C(C)(C)O2,89,120,108,114,115,98,112,104
CS(=O)(=O)c1ccc(-c2nn(-c3ccc(F)cc3)cc2C=O)cc1,/,99,85,105,104,92,97,88
C=CCN1C(=O)/C(=C\C(=O)c2cc3ccccc3oc2=O)c2ccccc21,104,98,85,83,102,112,101,84
O=C1c2ccccc2C(=O)c2cc(NCCNc3ccc4c(c3)C(=O)c3ccccc3C4=O)ccc21,48,57,67,130,/,75,105,34
OC1CCC2C=CCC1S2 (stereo not drawn),108,100,105,106,/,/,/,/
O=S1(=O)N(Cc2ccccc2)[C@@H](Cc2ccccc2)C2O[C@H]2[C@H](Cc2ccccc2)N1Cc1ccccc1 (stereo partly drawn),73,28,41,/,44,114,39,24
O=C(O)C(CCc1ccccc1)N1CCOCC1 (stereo not drawn),128,/,107,115,110,153,101,107
O=C(Cn1ccc(=O)[nH]c1=O)Nc1nccs1,111,101,102,96,100,76,104,101
O=C(CN1CCN(c2cc3c(cc2F)c(=O)c(C(=O)O)cn3C2CC2)CC1)Nc1cc(=O)[nH]c(=O)[nH]1,89,99,96,101,103,89,103,92
COc1cc2c(cc1[N+](=O)[O-])-c1ccc([N+](=O)[O-])cc1C2,106,56,91,114,99,107,111,64
CCC1CCC(C)NC1 (stereo not drawn),95,99,99,102,105,87,96,93
N#CCCN(CCC#N)S(=O)(=O)c1ccc(Nc2ccc(O)c3c2C(=O)c2ccccc2C3=O)cc1,92,78,57,108,58,75,92,/
Nc1ncnc2nc(N3CCOCC3)[nH]c12,96,104,/,103,85,101,94,105
CCOC(=O)Nc1cc2c(c(N)n1)N=C(c1ccccc1)CO2,15,10,35,48,23,/,86,33
COc1ccc(CN2C(=O)CSC2c2ccc3c(c2)OCO3)cc1OC (stereo not drawn),102,/,87,116,92,72,105,86
O=C(CCCC(=O)Nc1ccc(NC(=O)Nc2ccc(Cl)c(C(F)(F)F)c2)cc1)NOCc1ccccc1,84,81,68,77,96,88,75,106
Cc1ccccc1N=Nc1ccc2c(S(=O)(=O)O)cccc2c1O,102,102,102,113,98,93,96,101
CN1CCN(CC(=O)N2c3ccccc3C(=O)Nc3cccnc32)CC1,99,101,105,109,106,81,110,103
Cc1cc(C)cc(/C=N/NC(=O)c2ccc(-n3cc(-c4ccccc4)nn3)cc2)c1,93,95,89,90,104,88,103,101
O=[N+]([O-])c1ccc(OCc2ccccc2)c([N+](=O)[O-])c1,101,78,83,105,97,82,103,53
COc1ccc(-c2csc(N/N=C/c3cccs3)n2)cc1,87,54,76,100,85,82,81,58
Oc1ccc(-c2nocc2-c2c[nH]c3ccccc23)cc1,96,103,100,103,102,86,99,/
COC(=O)C1Cc2ccccc2CN1C(=O)c1ccc2c(c1)Cc1ccccc1-2 (stereo not drawn),31[50 µM],-40*[50 µM],33[50 µM],48[50 µM],27[50 µM],49[50 µM],29[50 µM],25[50 µM]
CCC(CC)N1C(=O)/C(=c2\sc3n(c2=O)NC2C(N=3)N(CC)C(=O)N2CC)c2ccccc21 (stereo not drawn),/,56,40,57,58,120,86,60
COc1ccc2nc(NC(=O)c3cc(-c4cc(OC)c(OC)c(OC)c4)n4nc(-c5ccccc5)cc4n3)sc2c1,106,102,98,97,90,62,81,90
O=[N+]([O-])c1cc2c(ccc3occc32)o1,-8.3*,-77*,21,-64*,26,27,-20*,/
O=C(O)c1ccc(-n2cc(CO)c(-c3cc(C(F)(F)F)cc(C(F)(F)F)c3)n2)cc1,93,/,93,107,81,92,102,82

# Whole records, quoted from the list:
# `COC(=O)C1Cc2ccccc2CN1C(=O)c1ccc2c(c1)Cc1ccccc1-2` (stereo not drawn) reads M14 = 31[50 µM]; SK-MEL-5 = -40*[50 µM]; UACC-62 = 33[50 µM]; SK-MEL-28 = 48[50 µM]; A549/ATCC = 27[50 µM]; HOP-92 = 49[50 µM]; UACC-257 = 29[50 µM]; EKVX = 25[50 µM]
# `CCC(CC)N1C(=O)/C(=c2\sc3n(c2=O)NC2C(N=3)N(CC)C(=O)N2CC)c2ccccc21` (stereo not drawn) reads M14 = /; SK-MEL-5 = 56; UACC-62 = 40; SK-MEL-28 = 57; A549/ATCC = 58; HOP-92 = 120; UACC-257 = 86; EKVX = 60

# Assay outcomes: PubChem, NCI
